Compound activity as filed in PubChem BioAssay.
IDH1 R132H inh – inhibitors of IDH1 R132H reductase, primary screen, biochemical, plate reader, single point; Isocitrate dehydrogenase [NADP] cytoplasmic (Homo sapiens), O75874; diaphorase/resazurin fluorescence, 60 min; inhibition, % at 10 µM; hit rate 0.18% among 70,000; in the data active = inhibition above about 34%;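 note: 0% = DMSO and 100% = no enzyme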
PRC2 inh – EZH2/PRC2 methyltransferase inhibitors, primary screen, biochemical, DELFIA time-resolved fluorescence, single point. hit rate 0.35% among 57,000. inhibition, % at 12.5 µM. PRC2 H3K27 methylation, DELFIA TRF, 1 h;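 active = mean inhibition of replicates at least 50% and every single replicate also reaching 50%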;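 note: dimethyl H3K27 on biotinylated H3 21-44 peptide detected by antibody; plate controls were median neutral control wells for no effect and median positive control wells for full effect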
Target sequence (Q15910 whole entry, looked up): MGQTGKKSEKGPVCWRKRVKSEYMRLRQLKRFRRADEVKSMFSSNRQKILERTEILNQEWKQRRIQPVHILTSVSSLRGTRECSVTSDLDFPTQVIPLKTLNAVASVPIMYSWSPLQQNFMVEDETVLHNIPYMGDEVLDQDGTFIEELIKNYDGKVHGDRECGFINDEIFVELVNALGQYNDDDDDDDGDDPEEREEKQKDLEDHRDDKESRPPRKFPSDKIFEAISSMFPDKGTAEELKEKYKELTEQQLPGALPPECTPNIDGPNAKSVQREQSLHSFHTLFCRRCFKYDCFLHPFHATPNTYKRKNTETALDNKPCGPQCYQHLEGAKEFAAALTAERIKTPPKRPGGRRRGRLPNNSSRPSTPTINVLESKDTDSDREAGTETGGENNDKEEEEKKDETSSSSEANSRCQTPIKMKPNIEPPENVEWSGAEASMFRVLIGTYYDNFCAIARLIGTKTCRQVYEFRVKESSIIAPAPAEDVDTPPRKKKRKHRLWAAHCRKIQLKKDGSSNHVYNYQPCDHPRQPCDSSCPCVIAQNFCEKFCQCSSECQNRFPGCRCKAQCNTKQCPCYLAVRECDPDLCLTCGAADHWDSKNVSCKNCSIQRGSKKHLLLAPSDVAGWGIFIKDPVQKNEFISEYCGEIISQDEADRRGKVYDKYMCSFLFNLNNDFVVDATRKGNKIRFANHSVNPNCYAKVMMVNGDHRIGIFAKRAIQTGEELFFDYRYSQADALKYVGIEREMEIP
An asterisk follows results filed as active; / = no result given. An excerpt; rates above refer to the full screens.

SMILES	IDH1 R132H inh	PRC2 inh
Cc1ccc(NC(=O)C(=O)NCCc2c[nH]c3ccccc23)cc1Cl	-0.7	2
C[C@H](CO)N1C[C@H](C)[C@H](CN(C)S(=O)(=O)c2ccccc2)OCCCC[C@H](C)Oc2ccc(NC(=O)Cc3ccccc3)cc2C1=O	-0.4	/
COc1ccccc1-c1cnc2c(c1)C(=O)N([C@@H](C)CO)C[C@@H](C)[C@H](CN(C)Cc1ccccc1)O2	-0.1	/
O=C(N[C@@H]1C=C[C@@H](CC(=O)N2CCOCC2)O[C@@H]1CO)c1ccccn1	0.4	-4
COc1cccc(NC(=O)N(C)C[C@H]2Oc3ncc(C#Cc4ccncc4)cc3C(=O)N([C@H](C)CO)C[C@H]2C)c1	7.1	3
C[C@@H]1CN([C@@H](C)CO)C(=O)Cc2cc(NS(=O)(=O)c3ccccc3)ccc2O[C@H]1CN(C)Cc1ccc(C(=O)O)cc1	3.4	/
C[C@H](CO)N1C[C@H](C)[C@H](CN(C)Cc2ccc(C(F)(F)F)cc2)Oc2ccc(NS(C)(=O)=O)cc2CC1=O	2.1	-6
CC(C)CC#Cc1cnc2c(c1)C(=O)N([C@H](C)CO)C[C@H](C)[C@@H](CN(C)C(=O)NC1CCCC1)O2	0.5	-7
C[C@@H]1CN([C@H](C)CO)C(=O)Cc2cc(NC(=O)Nc3ccc(C(F)(F)F)cc3)ccc2O[C@H]1CN(C)Cc1ccc(Oc2ccccc2)cc1	1.1	/
COc1ccc(NC(=O)CSc2nc(O)cc(=O)n2C)cc1	0.0	/
COc1ccc(S(=O)(=O)N[C@H]2CC[C@@H](CCNC(=O)Cc3ccccn3)O[C@@H]2CO)cc1	-0.2	8
CO[C@@H]1CN(C)C(=O)c2cc(NC(C)=O)ccc2OC[C@H](C)N(C(=O)c2ccccn2)C[C@@H]1C	-0.1	11
C[C@@H]1CN([C@@H](C)CO)C(=O)c2cc(C#CCN(C)C)cnc2O[C@H]1CN(C)Cc1ccc(C(=O)O)cc1	1.5	/
O=C(CC1c2ccccc2Oc2ccccc21)Nc1ccccc1C(=O)N1CCCCC1	0.0	5
C[C@H](CO)N1C[C@H](C)[C@@H](CN(C)CC2CC2)OCCCC[C@H](C)Oc2ccc(NC(=O)Nc3ccc(F)cc3)cc2C1=O	/	-16
O=C(O)c1ccc(/C=N/NC(=O)c2cccc(C(=O)NO)c2)cc1	0.3	9
N#C[C@H]1[C@@H](c2ccc(-c3cccnc3)cc2)[C@@H](CO)N1C(=O)C1CC1	1.0	/
COc1cc(NC(=O)COc2cccc(C)c2C)ccc1-c1cc2ccccc2oc1=O	-0.3	4
O=C(O)CSc1nnc(-c2ccncc2)n1-c1ccc(Cl)cc1	0.5	-7
O=C(Nc1ccc2c(c1)[C@H]1C[C@H](CC(=O)N3CCOCC3)O[C@@H](CO)[C@H]1O2)NC1CCCCC1	-0.2	23
C[C@H]1CN([C@@H](C)CO)C(=O)c2cc(NC(=O)CCCCCC(=O)Nc3ccccc3N)ccc2O[C@@H]1CN(C)S(C)(=O)=O	/	-2
CO[C@@H]1CN(C)C(=O)c2ccc(NS(C)(=O)=O)cc2OC[C@H](C)N(Cc2cncnc2)C[C@@H]1C	0.0	1
COc1ccc(CN(C)C[C@H]2Oc3ccc(NS(=O)(=O)c4ccccc4)cc3C(=O)N([C@H](C)CO)C[C@H]2C)cc1	-0.5	/
Cc1ccc(-c2ccc3c(c2)O[C@H](CN(C)CC2CC2)[C@H](C)CN([C@H](C)CO)S3(=O)=O)cc1	3.1	-15
Cc1ccc(S(=O)(=O)Nc2ccc3c(c2)C(=O)N([C@H](C)CO)C[C@@H](C)[C@@H](CN(C)C(=O)Nc2cccc4ccccc24)OCCCC[C@@H](C)O3)cc1	0.3	/
C[C@H](CO)N1C[C@H](C)[C@H](CN(C)CC2CC2)Oc2ccc(NC(=O)CCC(F)(F)F)cc2C1=O	-0.5	-2
CCS(=O)(=O)N[C@H]1CC[C@@H](CC(=O)NCc2ccccn2)O[C@H]1CO	-0.3	13
C[C@@H]1CN([C@@H](C)CO)C(=O)c2cc(NS(=O)(=O)c3ccc(Cl)cc3)ccc2O[C@H]1CN(C)C(=O)Nc1cccc2ccccc12	3.5	/
C[C@H]1CN([C@@H](C)CO)C(=O)c2cc(-c3ccc(F)cc3)cnc2O[C@@H]1CN(C)Cc1ccc(C(=O)O)cc1	0.2	-9
C=CC1C2C(C)=CC(C3C(=O)N(C)C(=O)C32)N1Cc1ccc(OC)cc1 (stereo not given)	/	-6
CC(=O)N(C)C[C@H]1Oc2cc(C3=CCCC3)ccc2S(=O)(=O)N([C@H](C)CO)C[C@H]1C	/	11
C[C@@H]1CN([C@@H](C)CO)S(=O)(=O)c2ccc(C#CC3CC3)cc2O[C@H]1CN(C)CC1CCCC1	-0.2	26
C[C@@H]1CN([C@H](C)CO)C(=O)c2cc(-c3cccnc3)cnc2O[C@@H]1CN(C)C(=O)c1ccccc1F	0.2	/
C[C@H]1CN([C@@H](C)CO)C(=O)c2cc(-c3ccc(F)cc3)cnc2O[C@@H]1CN(C)C(=O)C1CCC1	-0.1	-4
C[C@@H]1CN([C@@H](C)CO)C(=O)c2cc(Br)cnc2O[C@@H]1CN(C)Cc1cncnc1	/	14
C[C@@H]1CN([C@H](C)CO)C(=O)c2cccc(NS(=O)(=O)c3ccc(Cl)cc3)c2O[C@@H]1CN(C)C(=O)Nc1cccc2ccccc12	0.8	/
C[C@H](CO)N1C[C@H](C)[C@@H](CN(C)Cc2ccc(Oc3ccccc3)cc2)Oc2ccc(NC(=O)Nc3ccc(F)cc3)cc2C1=O	1.9	/
Cc1ccc(S(=O)(=O)N(C)C[C@@H]2Oc3ccc(NC(=O)Nc4ccc(F)cc4)cc3CC(=O)N([C@H](C)CO)C[C@H]2C)cc1	0.5	-24
O=S(=O)(c1ccc(Br)cc1)c1nc(-c2ccc(F)cc2)oc1NCc1cccnc1	-0.4	7
CCCN1C[C@@H](C)[C@@H](OC)CN(C)C(=O)c2cc(NC(=O)C3CCC3)ccc2OC[C@H]1C	/	-2
C[C@@H]1CCCCO[C@H](CN(C)CC2CCCCC2)[C@H](C)CN([C@H](C)CO)C(=O)c2cc(NC(=O)Nc3ccc(C(F)(F)F)cc3)ccc2O1	-2.1	/
CCCNC(=O)C[C@H]1C[C@@H]2c3cc(NC(=O)CC4CC4)ccc3O[C@@H]2[C@@H](CO)O1	-1.1	2
CC1=CC(C/C(C)=C/COc2ccc3ccc(=O)oc3c2)OC1=O (stereo not given)	0.5	/
COc1ccc(S(=O)(=O)Nc2ccc3c(c2)C(=O)N([C@@H](C)CO)C[C@@H](C)[C@H](CN(C)C(=O)Nc2ccc(F)cc2)O3)cc1	0.4	/
CO[C@@H]1CN(C)C(=O)c2cc(NC(=O)Nc3ccccc3F)ccc2OC[C@@H](C)N(CCC(F)(F)F)C[C@H]1C	0.4	-21
CC(C)NC(=O)Nc1ccc2c(c1)C(=O)N([C@H](C)CO)C[C@@H](C)[C@@H](CN(C)Cc1ccncc1)OCCCC[C@H](C)O2	4.2	-24
O=C(COc1ccc(Br)cc1)NCCN1CCOCC1	-0.1	-4
COC(=O)C[C@@H]1C=C[C@H](NC(=O)Nc2ccc(C(F)(F)F)cc2)[C@@H](CO)O1	0.2	7
C[C@@H]1CN([C@@H](C)CO)C(=O)c2cc(NC(=O)c3ccncc3)ccc2O[C@@H]1CN(C)S(=O)(=O)c1ccccc1	0.3	0
Cc1noc(C)c1S(=O)(=O)Nc1cccc2c1O[C@@H](CN(C)Cc1ccncc1)[C@@H](C)CN([C@H](C)CO)C2=O	-0.4	/
C[C@@H]1CN([C@H](C)CO)C(=O)CCCn2cc(nn2)CO[C@@H]1CN(C)Cc1cccc(C(F)(F)F)c1	-1.6	1
O=C(C[C@H]1CC[C@H](NC(=O)Nc2ccccc2)[C@H](CO)O1)NCc1cccc(F)c1	0.1	2
CCCC(=O)Nc1ccc2c(c1)C(=O)N(C)C[C@@H](OC)[C@H](C)CN(Cc1ccncc1)[C@@H](C)CO2	-0.4	-8
C[C@H]1CN([C@@H](C)CO)C(=O)c2cccc(NS(C)(=O)=O)c2O[C@H]1CN(C)CC1CC1	1.3	15
C[C@@H]1CCCCO[C@H](CN(C)S(=O)(=O)c2ccccc2)[C@@H](C)CN([C@@H](C)CO)C(=O)c2cc(NC(=O)c3ccncc3)ccc2O1	3.0	/
Cc1ccc(S(=O)(=O)Nc2ccc3c(c2)C(=O)N([C@H](C)CO)C[C@H](C)[C@H](CN(C)C(=O)Nc2cccc4ccccc24)O3)cc1	0.3	/
Cc1nc(C)c(C(=O)C2C(=O)C(=O)N(CCN3CCOCC3)C2c2cccs2)s1 (stereo not given)	0.1	0
CCNC(=O)C[C@H]1CC[C@H](NS(=O)(=O)c2ccc(C)cc2)[C@H](CO)O1	-0.4	3
COc1ccc(-c2cc(C)nc(SCC(=O)c3cccc([N+](=O)[O-])c3)n2)cc1	0.0	/
O=C(Nc1ccccc1F)N[C@@H]1CC[C@@H](CCNC(=O)C2CCCCC2)O[C@@H]1CO	-0.3	-8

5 entries out of the list, ordered by count of non-hydrogen atoms, low to high.
SMILES	IDH1 R132H inh	PRC2 inh
COc1ccc(-c2cc(C)nc(SCC(=O)c3cccc([N+](=O)[O-])c3)n2)cc1	0.0	/
Cc1nc(C)c(C(=O)C2C(=O)C(=O)N(CCN3CCOCC3)C2c2cccs2)s1 (stereo not given)	0.1	0
C[C@H]1CN([C@@H](C)CO)C(=O)c2cccc(NS(C)(=O)=O)c2O[C@H]1CN(C)CC1CC1	1.3	15
Cc1ccc(S(=O)(=O)Nc2ccc3c(c2)C(=O)N([C@H](C)CO)C[C@H](C)[C@H](CN(C)C(=O)Nc2cccc4ccccc24)O3)cc1	0.3	/
C[C@@H]1CCCCO[C@H](CN(C)S(=O)(=O)c2ccccc2)[C@@H](C)CN([C@@H](C)CO)C(=O)c2cc(NC(=O)c3ccncc3)ccc2O1	3.0	/

Some values from above.
Result of C[C@H]1CN([C@@H](C)CO)C(=O)c2cccc(NS(C)(=O)=O)c2O[C@H]1CN(C)CC1CC1 under PRC2 inh: 15
Result of Cc1ccc(S(=O)(=O)Nc2ccc3c(c2)C(=O)N([C@H](C)CO)C[C@H](C)[C@H](CN(C)C(=O)Nc2cccc4ccccc24)O3)cc1 under IDH1 R132H inh: 0.3

Following part
SMILES	IDH1 R132H inh	PRC2 inh
COC(=O)C[C@H]1C[C@H]2c3cc(NC(=O)c4ccc5c(c4)OCO5)ccc3O[C@H]2[C@H](CO)O1	-0.7	2
CO[C@@H]1CN(C)C(=O)c2cc(NC(C)=O)ccc2OC[C@H](C)N(Cc2nccs2)C[C@H]1C	0.0	-5
C[C@H](CO)N1C[C@H](C)[C@@H](CN(C)C(=O)c2ccncc2)Oc2ncc(C3=CCCCC3)cc2C1=O	/	20
C[C@@H]1CN([C@@H](C)CO)C(=O)c2c(c3ccccc3n2C)-c2ccccc2CO[C@H]1CN(C)C(=O)c1ccc(F)cc1	/	-26
C[C@H](CO)N1C[C@H](C)[C@@H](CN(C)C(=O)NC2CCCCC2)OCCCC[C@H](C)Oc2ccc(NC(=O)C3CCCCC3)cc2C1=O	0.5	/
Cc1ccc(NC(=O)CSc2nnc(-c3ccco3)n2C)c(Br)c1	-0.5	3
COC(=O)c1cccc(NC(=O)CN(c2ccc(Cl)c(C(F)(F)F)c2)S(C)(=O)=O)c1C	0.1	17
O=C(N[C@@H]1C=C[C@H](CC(=O)N2CCOCC2)O[C@H]1CO)c1ccc2c(c1)OCO2	0.1	6
C[C@@H]1CN([C@H](C)CO)S(=O)(=O)c2ccc(C#CC3CC3)cc2O[C@H]1CN(C)C(=O)c1cccc(F)c1	0.5	-12
C[C@@H]1CN([C@H](C)CO)C(=O)CCCn2cc(nn2)CO[C@H]1CN(C)C(=O)c1ccc2ccn(C)c2c1	-1.0	2
CO[C@@H]1CN(C)C(=O)c2ccc(NC(=O)C3CCCC3)cc2OC[C@@H](C)N(C)C[C@@H]1C	0.5	2
C[C@@H]1CN([C@H](C)CO)C(=O)c2cc(NC(=O)CCCCCC(=O)Nc3ccccc3N)ccc2O[C@@H](C)CCCCO[C@@H]1CN(C)C(=O)C1CCCCC1	3.4	/

Three entries from above, with two lines to a compound:
Below each compound: IDH1 R132H inh	PRC2 inh
COC(=O)c1cccc(NC(=O)CN(c2ccc(Cl)c(C(F)(F)F)c2)S(C)(=O)=O)c1C
    0.1	17
O=C(N[C@@H]1C=C[C@H](CC(=O)N2CCOCC2)O[C@H]1CO)c1ccc2c(c1)OCO2
    0.1	6
C[C@@H]1CN([C@H](C)CO)S(=O)(=O)c2ccc(C#CC3CC3)cc2O[C@H]1CN(C)C(=O)c1cccc(F)c1
    0.5	-12

(list continues)
SMILES	IDH1 R132H inh	PRC2 inh
COc1cccc(NC(=O)Nc2ccc3c(c2)C(=O)N(C)C[C@@H](OC)[C@H](C)CN(CC2CC2)[C@H](C)CO3)c1	-0.5	-8
C[C@@H]1CN([C@H](C)CO)C(=O)c2cccc(NC(=O)c3ccncc3)c2O[C@@H]1CN(C)C(=O)Nc1ccc(F)cc1	2.0	3
C[C@@H]1CN([C@@H](C)CO)C(=O)c2cc(NC(=O)Nc3ccc4c(c3)OCO4)ccc2O[C@@H](C)CCCCO[C@@H]1CN(C)Cc1ccc2c(c1)OCO2	-1.1	/
Cc1noc(C)c1S(=O)(=O)Nc1ccc2c(c1)CC(=O)N([C@H](C)CO)C[C@@H](C)[C@@H](CN(C)C(=O)Nc1ccc(C(F)(F)F)cc1)O2	1.3	/
CC(C)NC(=O)Nc1cccc2c1O[C@@H](CN(C)S(=O)(=O)c1cccs1)[C@@H](C)CN([C@@H](C)CO)C2=O	-0.1	/
C[C@@H]1CN([C@H](C)CO)S(=O)(=O)c2ccc(-c3cncnc3)cc2O[C@H]1CN(C)C(=O)NC1CCCC1	0.2	/
Cc1c(NC(=O)COc2ccc(Br)cc2)cccc1-c1nc2cc(Cl)ccc2o1	0.2	6
